CRFBP-R2 agonist: agonists of CRF-BP/CRF-R2 complex, primary screen, cell-based, HEK293, calcium dye fluorescence, uHTS. CRF-binding protein / CRF receptor 2 complex (human). calcium dye fluorescence (FLIPR); percent of saturating CRF peptide response. activation, % at 13.2 µM. actives 0.46% (n = 350,000);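 active = activation of at least 50%, plus an integration ratio under a set limit after plate pattern correction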;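 also: plate controls were neutral control wells without compound for no effect and CRF at EC100 for full effect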
M4 ag: human M4 muscarinic receptor agonists, primary screen, CHO-K1 cells, Fluo-8 calcium fluorescence; activation, % at 3 µM; actives 0.14% (n = 360,000); Muscarinic acetylcholine receptor M4 (Homo sapiens), P08173; CHO-K1 hM4/Gqi5; vehicle 0%, full acetylcholine response 100%;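 active = activation above the run mean over all test wells plus 3 SD, cut at about 32% in these data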;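 also: peak over basal fluorescence ratio per well then scaled between controls; 0% = DMSO wells and 100% = acetylcholine at EC100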
Target sequence (P08173 whole entry, looked up): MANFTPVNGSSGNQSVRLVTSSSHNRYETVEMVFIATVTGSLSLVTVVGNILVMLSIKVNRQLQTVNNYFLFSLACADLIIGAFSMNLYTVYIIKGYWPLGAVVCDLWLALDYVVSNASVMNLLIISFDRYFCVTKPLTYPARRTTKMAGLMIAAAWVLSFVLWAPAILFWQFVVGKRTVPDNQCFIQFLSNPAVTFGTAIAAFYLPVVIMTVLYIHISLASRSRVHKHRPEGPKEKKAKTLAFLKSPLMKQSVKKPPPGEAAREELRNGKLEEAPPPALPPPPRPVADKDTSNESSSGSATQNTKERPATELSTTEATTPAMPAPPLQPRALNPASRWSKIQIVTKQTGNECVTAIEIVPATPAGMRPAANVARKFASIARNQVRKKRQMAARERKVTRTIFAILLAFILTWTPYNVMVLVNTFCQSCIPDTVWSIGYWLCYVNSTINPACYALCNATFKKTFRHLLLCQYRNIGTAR
CHRM4 antagonist: human M4 muscarinic receptor antagonists, primary screen, CHO cells, Fluo-8 calcium fluorescence | Muscarinic acetylcholine receptor M4 (Homo sapiens), P08173 | CHO-hM4 cells, ACh EC80 | inhibition, % at 3 µM | actives 0.73% (n = 360,000) | AID 624125, 2012;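 active = inhibition above its plate's cutoff, the mean inhibition of sample wells plus 3 SD, cut at about 27% in these data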;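 also: 0% = acetylcholine EC80 with DMSO and 100% = DMSO without agonist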
CHRM5 antagonist: human M5 muscarinic receptor antagonists, primary screen, CHO cells, Fluo-8 calcium fluorescence. AID 624040, 2012. CHO-hM5 cells, ACh EC80. inhibition, % at 3 µM. actives 0.59% (n = 360,000);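 active = inhibition above a per-plate cutoff, the mean of that plate's test compounds plus 3 SD, cut at about 27% in these data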;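 also: 0% = acetylcholine EC80 with DMSO and 100% = DMSO without agonist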
CHRM1 PAM: human M1 muscarinic receptor positive allosteric modulators, primary screen, CHO-K1 cells, Fluo-8 calcium fluorescence, 1536-well. activation, % at 3 µM. Muscarinic acetylcholine receptor M1 (Homo sapiens), P11229. actives 0.088% (n = 360,000). CHO-K1 hM1, ACh EC20; 0% = ACh EC20, 100% = maximal ACh; in the data active = activation above about 19%, passing the limit was not always enough
Target sequence (P11229 whole entry, looked up): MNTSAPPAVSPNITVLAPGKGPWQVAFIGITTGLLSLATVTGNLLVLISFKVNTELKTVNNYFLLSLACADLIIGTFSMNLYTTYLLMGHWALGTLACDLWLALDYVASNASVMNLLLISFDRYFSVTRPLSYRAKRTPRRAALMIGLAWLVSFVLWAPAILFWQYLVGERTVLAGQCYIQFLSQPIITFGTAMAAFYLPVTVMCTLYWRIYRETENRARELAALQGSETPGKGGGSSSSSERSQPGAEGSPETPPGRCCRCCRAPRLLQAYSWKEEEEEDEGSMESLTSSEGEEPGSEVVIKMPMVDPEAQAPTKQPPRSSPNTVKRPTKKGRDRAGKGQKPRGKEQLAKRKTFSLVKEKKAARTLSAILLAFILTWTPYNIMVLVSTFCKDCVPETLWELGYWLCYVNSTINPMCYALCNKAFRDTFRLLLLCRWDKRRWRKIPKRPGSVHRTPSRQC
CHRM5 PAM: human M5 muscarinic receptor positive allosteric modulators, primary screen, CHO-K1 cells, Fluo-8 calcium fluorescence. Muscarinic acetylcholine receptor M5 (Homo sapiens), P08912. activation, % at 3 µM. actives 0.3% (n = 360,000). CHO-K1 hM5, ACh EC20 PAM; 0% = ACh EC20, 100% = ACh EC100;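 active = activation above the run cutoff, the mean activation of all test compounds plus 3 SD, cut at about 18% in these data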
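Assay system: CHO-K1 hM5 cells / Incubation: Fluo-8 loading 80 min at 37 °C plus 30 min room temperature / Technique: Fluo-8 calcium dye fluorescence, kinetic read / Repeats: single replicate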
M1 antag: human M1 muscarinic receptor antagonists, primary screen, CHO-K1 cells, Fluo-8 calcium fluorescence, 1536-well; AID 588852, 2011; inhibition, % at 3 µM; actives 1.3% (n = 360,000); CHO-K1 hM1, ACh EC80 antagonist; Muscarinic acetylcholine receptor M1 (Homo sapiens), P11229;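 active = percent inhibition above its own plate's cutoff, namely the mean of that plate's compound wells plus 3 SD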;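 also: peak over basal fluorescence ratio during 140 s after agonist addition; 0% = ACh EC80 plus DMSO and 100% = DMSO alone without agonist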
M5 ag: human M5 muscarinic receptor agonists, primary screen, CHO-K1 cells, Fluo-8 calcium fluorescence; Muscarinic acetylcholine receptor M5 (Homo sapiens), P08912; CHO-K1 hM5 cells; 0% DMSO wells, 100% maximal acetylcholine response; activation, % at 3 µM; actives 0.19% (n = 360,000); AID 624037, 2012;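 active = activation above the run's mean over test compounds plus 3 SD, cut at about 23% in these data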;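 also: signal is peak over basal fluorescence ratio across the kinetic read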
CHRM4 PAM: human M4 muscarinic receptor positive allosteric modulators, primary screen, CHO-K1 cells, Fluo-8 calcium fluorescence | Muscarinic acetylcholine receptor M4 (Homo sapiens), P08173 | CHO-K1 hM4/Gqi5, ACh EC20; 0% = ACh EC20, 100% = maximal ACh | activation, % at 3 µM | actives 0.4% (n = 360,000) | AID 624126, 2012;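 active = activation above its plate's cutoff, the mean activation of sample wells plus 3 SD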; also: some results filed as inactive read as strong as hits
* hit, by the source's call; / = no result given.

nr	SMILES	CRFBP-R2 agonist	M4 ag	CHRM4 antagonist	CHRM5 antagonist	CHRM1 PAM	CHRM5 PAM	M1 antag	M5 ag	CHRM4 PAM
1	Cc1ccnn1-c1ccc(C(=O)NCc2ccccc2CN2CCOCC2)cc1	0.0	5	2	11	2	-3	-5	5	-3
2	Cc1ccc(C(=O)N/C(=C\c2ccc(Cl)cc2)C(=O)NCC2CCCO2)cc1 (stereo unspecified)	-2.1	2	-8	-18	7	-1	-4	1	-4
3	Cn1c(=O)c2cc(NC(=S)NC3CCCCC3)ccc2n1Cc1cccc(C(F)(F)F)c1	/	6	-14	-1	-6	-2	-2	-1	1
4	Cc1ccc(C)c(NC(=S)Nc2cccc3cnccc23)c1	0.8	1	-2	3	2	-5	-9	-6	-13
5	CCOC(=O)COc1c(Br)cc(/C=C2\SC(=O)N(CC(=O)N3CCCC3)C2=O)cc1OC	-1.4	2	-4	-9	5	7	-8	-4	6
6	COc1cc(CN2C[C@@H](CO)O[C@@H](n3cnc4c(NCc5ccc(F)cc5)ncnc43)C2)cc(OC)c1OC	/	9	-18	13	12	3	2	1	-1
7	O=C(NCc1ccccn1)c1nc(-c2ccc(C(F)(F)F)cc2)no1	-0.6	1	1	5	3	-1	3	-3	1
8	CC(C)(C)NC(=S)N/N=C/c1cc(Br)c(O)c(Br)c1	3.0	6	1	9	-3	-5	10	21	-1
9	COc1ccc(-c2c3c(nc4sc5c(Cl)nc(C)nc5c24)CCC3)cc1	-0.7	0	-1	1	4	-5	-7	0	-3
10	CCc1ccc(C(C)NC(=O)c2cc(C)oc2C)cc1 (stereo unspecified)	0.5	0	6	8	9	1	-18	0	-3
11	CC(=O)Nc1ccc(Nc2ccc(N3C(=O)CCCC3=O)cc2[N+](=O)[O-])cc1	-1.8	0	5	3	3	-5	-10	0	-2
12	CCCCC[C@@H]1C=C(C(=O)O)[C@H](c2cccc(C)c2)N1S(=O)(=O)c1ccc(C)cc1	-2.3	0	-8	-7	11	1	-20	0	6
13	C=COCCNC(=O)C(=O)NCC(C)C	-0.3	0	-2	-3	3	-4	-22	-3	0
14	CCOC(=O)C1=C(O)CSC1=Nc1ccccc1	-0.6	-1	8	11	8	-3	-7	-5	5
15	Nc1nc2ccc(Cl)cc2cc1C(=O)NCCc1ccc(O)cc1	/	17	-4	4	/	-16	/	5	-9
16	CCN(CC)CCN(C(=O)c1cc2c(ccc3ccccc32)oc1=O)c1nc2cc3c(cc2s1)OCCO3	1.5	1	6	20	0	-3	-12	-7	-4
17	CCN(Cc1ccccc1)C(=O)c1cc(S(=O)(=O)N2CCOCC2)cn1C	-6.1	2	-2	6	5	0	-13	2	6
18	CCOC(=O)C1=C(CBr)NC(=O)NC1C (stereo unspecified)	0.6	1	10	-2	1	-4	5	1	-5
19	COc1ccc(CCNC(=O)C/C(C)=N/NC(=O)c2ccc(Cl)cc2Cl)cc1OC	-0.2	-1	0	17	-5	-7	15	-6	-1
20	CCOC(=O)C1CCN(C(c2cccc(OC)c2)c2sc3nc(C)nn3c2O)CC1 (stereo unspecified)	0.2	2	1	6	-7	-11	12	1	3
21	CCOC(=O)N1CCN(CC(=O)Nc2ccc(F)c(F)c2)CC1	-0.2	4	-9	5	9	2	7	4	17
22	COc1ccc(Cl)cc1NC(=O)CSc1nc2[nH]ncc2c(=O)[nH]1	0.0	1	2	-6	5	1	-2	0	7
23	c1ccc(COc2ccc(CNCc3cccnc3)cc2)cc1	0.6	3	10	-1	-32	-8	31*	-9	-17
24	COc1ccc(NC(=O)C2CCCNC2)cc1OCC(C)C (stereo unspecified)	-1.2	1	7	4	-2	-2	13	-6	-1
25	c1cncc(-c2ccnc3ncnn23)c1	-0.3	0	-1	6	4	-1	-8	-2	9

Going on with the list.
nr	SMILES	CRFBP-R2 agonist	M4 ag	CHRM4 antagonist	CHRM5 antagonist	CHRM1 PAM	CHRM5 PAM	M1 antag	M5 ag	CHRM4 PAM
26	Cc1cc(C)c(Nc2ncccc2C(=O)O)c(C)c1	0.0	1	0	4	10	-1	-10	-2	3
27	CC(C)CC(COCc1cccc(Cl)c1)N1CCN(C(=O)c2cccc(C(F)(F)F)c2)CCC1=O (stereo unspecified)	0.1	3	-1	13	3	-9	-2	-3	-2
28	CNC(=O)C1CC(=O)N(c2ccc(OCC(=O)Nc3ccccc3C)cc2)C1 (stereo unspecified)	-1.0	3	-3	2	-8	0	21	2	0
29	CCCCNC(=O)CSc1nc(CCC)nc2ccccc12	-0.1	1	-8	7	4	6	9	-1	-1
30	O=C(NCc1nnnn1-c1ccc(Cl)cc1)c1ccc2c(c1)OCO2	-0.4	0	4	4	9	1	-8	-2	0
31	Cc1cccc(-n2c(SCC(=O)N3CCCC3)nnc2-c2ccccn2)c1C	-1.2	1	0	0	4	-7	-28	-2	6
32	COc1ccccc1N1CCN(C(=O)CCc2ccc(S(=O)(=O)NC(C)C)cc2)CC1	-1.5	3	-1	-4	4	-3	8	0	0
33	Cc1ccc(NC(=O)c2cccs2)cc1	1.6	-1	3	-5	5	0	-6	1	2
34	COc1ccc(C(=O)Nn2c(C)nnc2-n2nc(C)cc2C)cc1OC	0.2	0	-2	5	5	-5	-3	0	3
35	COc1ccc(N2CCN(C(=O)C(=O)c3c(C)[nH]c4ccccc34)CC2)cc1	0.7	6	-6	2	2	-4	3	0	-1
36	Cc1ccc(-c2cc(C(=O)NC3CCCCC3)no2)cc1	-0.3	1	-6	-3	12	9	-7	1	4
37	COCCCNC(=O)CCCOc1ccccc1	-0.2	1	-6	-7	4	4	-11	2	3
38	O=S(=O)(c1ccc(-c2ccon2)s1)N1CCOCC1	-0.4	0	-1	14	7	2	-17	-6	-4
39	O=c1[nH]c(=O)n(Cc2ccco2)c2c1C(C(F)(F)F)(C(F)(F)F)N=C(CCC1CCCCC1)N2	1.3	1	-3	-6	14	3	-7	2	7
40	O=C(c1[nH]c(C(F)(F)F)nc1-c1ccccc1)N1CCCCC1	/	-1	-8	-3	0	2	2	3	12
41	Cc1ccc(C)c(S(=O)(=O)N/N=C2/CCCc3ccccc32)c1	-0.2	0	6	-7	-1	8	-8	-2	-4
42	CC(=O)c1c(C)[nH]c(C(=O)COC(=O)c2cccs2)c1C	0.4	18	1	18	-1	-26	10	4	-7
43	CCOc1nc(NCCN2CCOCC2)nc(Nc2ccc([N+](=O)[O-])cc2)n1	21	3	-3	6	4	-6	-2	0	4
44	CCCCn1c(=O)c(CCC(=O)OCC(=O)NC(=O)NCCOC)nc2ccccc21	-0.1	1	-7	6	11	1	-9	0	0
45	Cc1cc(OCC(=O)NNC(=S)NCC2CCCO2)cc(C)c1Cl (stereo unspecified)	-1.5	0	8	7	4	-2	-8	-3	-4
46	CCC1CCCCN1C(=S)NC(=O)c1cccc([N+](=O)[O-])c1 (stereo unspecified)	-0.8	0	15	-3	3	1	-1	-1	-7
47	CC1CCN(c2nc3ccccc3nc2C(C#N)C(=O)OC2CCCCC2)CC1 (stereo unspecified)	12	0	8	1	7	-2	-4	-1	1
48	O=S(=O)(c1cccnc1)N1CCn2cccc2C1c1ccccc1F (stereo unspecified)	-0.9	0	1	2	1	1	-4	-2	-2
49	COc1cc(C(=O)N2CCC2(C)C(=O)NC(C)C)cc(OC)c1OC (stereo unspecified)	/	0	0	3	16	2	-16	-1	6
50	COc1cccc(N/C=C/C(=O)c2ccc(OC)c(OC)c2)c1	1.0	5	-10	-10	0	-2	-10	6	1

The list continues.
nr	SMILES	CRFBP-R2 agonist	M4 ag	CHRM4 antagonist	CHRM5 antagonist	CHRM1 PAM	CHRM5 PAM	M1 antag	M5 ag	CHRM4 PAM
51	C=CCn1c(SCC(=O)c2ccc(OC)cc2)nnc1-c1cc2cccc(OC)c2o1	1.9	3	-6	-5	1	-9	-36	-2	1
52	O=C(Nc1ccccc1N1CCN(C(=O)c2ccccc2)CC1)c1ccco1	0.2	11	15	7	2	-8	-6	2	-7
53	c1coc(CNCC2OCCc3ccccc32)c1 (stereo unspecified)	-0.2	0	2	-3	-2	4	-4	-1	0
54	Cc1ccc(CSc2nc3[nH]ncc3c(=O)[nH]2)cc1	-1.8	7	-5	-10	7	-6	1	3	3
55	CCc1nnc(NC(=O)CCC(=O)NC2CCCCC2)s1	-1.1	0	3	-2	8	7	-11	-2	1
56	CN(CC(=O)Nc1cccc(F)c1)CC(=O)Nc1cccc([N+](=O)[O-])c1	-1.1	4	5	7	2	-3	5	1	-4
57	COc1cc2cnc(-c3ccccc3)c(-c3ccc(C(F)(F)F)cc3)c2cc1OC	-1.1	-1	-16	-4	10	1	-9	0	4
58	CC(C)(C)[C@H]1COC(=O)CC/C=C\C[C@@H](CC(=O)N[C@H](CO)Cc2ccccc2)C(=O)N1	0.4	4	-6	3	9	-5	-6	0	11
59	C[N+](C)(CC#Cc1ccccc1)CC(=O)c1ccc(Cl)cc1	-0.9	0	21	2	-5	-5	4	-7	-4
60	O=C(O)CC(NC(=O)C12CC3CC(CC(C3)C1)C2)c1cc([N+](=O)[O-])ccc1Cl (stereo unspecified)	-2.2	1	-14	5	2	-4	1	2	-3

Screening results deposited in PubChem by several laboratories.

No enrichment for hits (roughly 2.8% active in at least one column).
